From PubChem
KB-3-1 cytotox: qHTS assay for MDR1-selective chemotherapeutics: Primary screen using the parental adenocarcinoma cell KB-3-1; AID 1347075, 2019; KB-3-1 viability, CellTiter-Glo ATP luminescence, 72 h; 400,000 tested, 1.4% active; Potency, µM (highest dose often 46.1 µM), for the others: top-dose activity change, negative = cytotoxic, hits mostly cytotoxic; note: potency is the fitted concentration of half-maximal effect; % is set by controls: 0 for no effect and ±100 for the full control effect; nearly all actives have a fitted effect of over 60% in size
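Using CellTiter-Glo luminescence, growth of non-resistant KB-3-1 adenocarcinoma cells is assessed 72 h after pin-tool compound addition at 37 °C. Normalized responses across the concentration series yield fitted curves.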
DRD3 antagonist: qHTS of D3 Dopamine Receptor Antagonist: qHTS; D3R cells, DiscoveRx beta-arrestin luminescence, antagonist mode; hits give low values; D(3) dopamine receptor (Homo sapiens), P35462; max response, negative = inhibition, %; AID 652054, 2013; 360,000 tested, 2.5% active; in the data active = max response below about -50%; inconclusive = no clear call, values can overlap the other calls; note: % is set by controls: 0 for no effect and ±100 for the full control effect; mostly tested at two doses, the higher about 12 µM
Target sequence (P35462 whole entry, looked up): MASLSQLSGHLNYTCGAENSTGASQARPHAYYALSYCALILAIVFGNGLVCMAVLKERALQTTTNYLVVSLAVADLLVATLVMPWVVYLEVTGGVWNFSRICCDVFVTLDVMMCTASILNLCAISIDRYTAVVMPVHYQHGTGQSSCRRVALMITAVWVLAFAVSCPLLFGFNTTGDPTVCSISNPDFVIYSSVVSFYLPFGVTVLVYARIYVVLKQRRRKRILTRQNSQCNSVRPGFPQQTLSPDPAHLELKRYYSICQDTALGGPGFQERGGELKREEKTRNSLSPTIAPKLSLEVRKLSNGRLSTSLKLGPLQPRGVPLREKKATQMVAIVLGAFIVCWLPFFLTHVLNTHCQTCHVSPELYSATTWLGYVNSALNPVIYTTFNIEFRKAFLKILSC
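Cells expressing the human receptor were seeded at 1500 cells/well, incubated overnight at 37 degrees C in 5% CO2, then exposed to library compounds with dopamine controls for 90 minutes at 37 degrees C before luminescent detection.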
DRD3 agonist: qHTS of D3 Dopamine Receptor Agonist: qHTS; max activation, %; 410,000 tested, 0.58% active; AID 652048, 2013; D(3) dopamine receptor (Homo sapiens), P35462; D3R DiscoveRx beta-arrestin cells, luminescence, 90 min; in the data active = max activation above about 30%; note: 0% is about no effect; mostly tested at two doses, the higher about 12 µM
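Agonist-mode cell screen: cells plated at 1500/well and incubated overnight at 37 °C, then exposed to library compounds for 90 min at 37 °C. Detection reagent was added for 30–60 min at room temperature, and luminescence was read.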
HT1080 IDH1KD tx: qHTS for induction of synthetic lethality in tumor cells producing 2HG: qHTS for the HT-1080-IDH1KD cell line; HT-1080 IDH1 knockdown viability, ATP luminescence, 48 h; Potency, µM (top dose mostly 46.1 µM), without a hit: top-dose activity, negative = toxicity, most hits filed as cytotoxic; 360,000 tested, 2% active;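 note: potency is the fitted concentration of half-maximal effect; 0% = DMSO wells and -100% = cell-free medium wells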
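Viability of IDH1-knockdown HT-1080 fibrosarcoma cells was assessed by CellTiter-Glo after 48 h at 37 °C with titrated compound; concentration-effect curves were classified by fit quality and response size.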
GLP1R ag: qHTS of GLP-1 Receptor Agonists; Glucagon-like peptide 1 receptor (Homo sapiens), P43220; HEK293 GLP-1R CRE-luciferase, luminescence, 4-6 h; cells express a hypersensitive GLP-1R form; Potency, µM (titrated, usually from 45.6 µM), without a hit: at the top dose activation, most hits filed as activators; 380,000 tested, 0.007% active; AID 624172, 2012; note: potency is the fitted concentration of half-maximal effect; % of control where 0% means no effect
Target sequence (P43220 whole entry, looked up): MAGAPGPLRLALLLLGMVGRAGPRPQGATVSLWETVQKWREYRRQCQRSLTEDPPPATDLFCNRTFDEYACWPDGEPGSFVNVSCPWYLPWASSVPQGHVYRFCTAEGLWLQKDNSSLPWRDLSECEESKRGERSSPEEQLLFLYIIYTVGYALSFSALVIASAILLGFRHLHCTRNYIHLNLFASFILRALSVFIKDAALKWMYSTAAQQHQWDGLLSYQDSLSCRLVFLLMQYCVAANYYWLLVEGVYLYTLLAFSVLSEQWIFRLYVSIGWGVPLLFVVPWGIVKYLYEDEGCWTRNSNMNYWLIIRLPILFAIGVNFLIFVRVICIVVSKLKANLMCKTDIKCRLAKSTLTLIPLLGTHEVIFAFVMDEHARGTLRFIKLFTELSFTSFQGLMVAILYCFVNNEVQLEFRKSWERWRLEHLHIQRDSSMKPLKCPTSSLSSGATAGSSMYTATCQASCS
HT1080-NT tox: qHTS for induction of synthetic lethality in tumor cells producing 2HG: qHTS for the HT-1080-NT fibrosarcoma cell line; HT-1080-NT fibrosarcoma viability, CellTiter-Glo ATP luminescence, 48 h; Potency, µM (series often up to 46.1 µM), for inactives: at the highest dose activity, negative = less viability, hits mostly cytotoxic; 360,000 tested, 1.6% active; AID 686970, 2013;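 note: NT is the 2HG producing partner of a matched IDH1 knockdown line; potency is the fitted concentration of half-maximal effect; 0% = DMSO-treated cells and -100% = media-only wells without cells; nearly all actives have a fitted effect of over 55% in size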
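Toxicity toward the 2HG-producing NT line was scored as %Activity, normalised to DMSO and no-cell wells, from CellTiter-Glo luminescence after 48 hours' treatment.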
IL1B secr inh: qHTS for Inhibitors of Inflammasome Signaling: IL-1-beta AlphaLISA Primary Screen | THP-1 LPS/ATP IL-1B secretion, AlphaLISA, 16 h; hits give low values | activity change, % at 57.5 µM | 360,000 tested, 4.7% active; in the data active = activity change below about -50%; inconclusive = mostly about -30% to -49%; note: % is set by controls: 0 for no effect and ±100 for the full control effect
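THP-1 cells pretreated 1 hr with compounds (up to 57.5 uM final), then stimulated with LPS (250 ng/mL final) plus ATP (1.25 mM final); secreted IL-1B measured by AlphaLISA after 16 hr, decreased signal indicating inhibition.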
KB-V1 cytotox: qHTS assay for MDR1-selective chemotherapeutics: Primary screen using the drug-selected MDR subline cells KB-V1. 400,000 tested, 3.4% active. Potency, µM (highest dose often 46.1 µM), inactives show at the top dose activity change, negative = cytotoxicity, most hits filed as cytotoxic. KB-V1 MDR cells viability, CellTiter-Glo, 72 h; note: potency is the fitted concentration of half-maximal effect; % is set by controls: 0 for no effect and ±100 for the full control effect; nearly all actives have a fitted effect of over 60% in size
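KB-V1 cells (P-gp-expressing MDR subline of KB-3-1) in phenol-red-free DMEM with 10% FBS were exposed to library compounds over a concentration series for 72 h at 37 degrees C. Viability read by CellTiter-Glo luminescence; concentration-effect curves fitted after normalization.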
SW480 rereplic: A quantitative high throughput screen for small molecules that induce DNA re-replication in SW480 colon adenocarcinoma cells. Potency, µM (doses to about 46.1 µM), inactives show at the top dose re-replication activation, actives largely listed as activators. SW480 DNA re-replication, Hoechst DNA content imaging, 48 h. 340,000 tested, 1.8% active; note: potency is the fitted concentration of half-maximal effect; % of control where 0% means no effect; nearly all actives have a fitted effect of over 55% in size
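Image-based read-out: total Hoechst fluorescence of nuclei (405 nm excitation, 500-530 nm emission), with hits raising the fraction of high-intensity nuclei. SW480 colon cells incubated 48 hr with compounds at 37 C.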
An asterisk follows results filed as active; ? = inconclusive; . = no result given; & = joins results of further samples; [ ] = dose if it differs, or a comment. Unless noted, calls come from the whole dose curve; as a rule, active = well fitted curve in the direction sought with a large enough effect; inconclusive = small, poorly fitted or top-dose-only effect, or another doubt; inactive = no such curve, though single readings can be large; an effect the other way counts as inactive or inconclusive.

SMILES	KB-3-1 cytotox	DRD3 antagonist	DRD3 agonist	HT1080 IDH1KD tx	GLP1R ag	HT1080-NT tox	IL1B secr inh	KB-V1 cytotox	SW480 rereplic
CCN(CC)CCN(C(=O)/C=C/c1cccs1)c1nc2ccc(Cl)cc2s1	0%	?	13	?	8%	13%	13	-3%	?
COc1cc(-c2cc(N)n(S(=O)(=O)c3ccc(F)cc3)n2)cc(OC)c1OC	?	-9	-1	-20%	11%	-26%	0	?	-4%
O=C(CSc1ncn[nH]1)Nc1ccc(Cl)c(Cl)c1	-1%	1	8	-20%	0%	-14%	-52*	3%	-12%
COc1cc(NC(=O)c2cnc(N)o2)cc(C(=O)Nc2cccc(C(F)(F)F)c2)c1	?	18&0	2&0	-19%&-10%	-3%&0%	-16%&-3%	-21&21	-2%&-16%	-6%
O=C(NC(Cc1c[nH]c2ccccc12)C(=O)NCCCN1CCOCC1)c1cccs1 (stereo not drawn)	13%	-18	-13	-4%	5%	-4%	6	-7%	1%
CN(C)c1ccc([C@@H]2[C@@H]([N+](=O)[O-])[C@H]3C=Cc4ccccc4N3[C@H]2C(=O)c2ccc(Cl)cc2)cc1	?	-4	-4	-8%	-9%	-8%	?	-10%	1%
NNC(=O)c1ccc2c(c1)S(=O)(=O)NNC2=O	5%	-9	6	16%	0%	15%	18	-3%	-2%
COc1ccc(C2/C=C\CC(OCc3ccccc3)CC(=O)N2Cc2cccc(F)c2)cc1 (stereo not drawn)	0%	?	-15	?	8%	-29%	-18	-12%	?
CCCCN(C)C1CCN(C(=S)Nc2cccc(OC)c2)CC1	-13%	-1	8	-8%	2%	-10%	6	1%	-1%
Cc1ccc(Oc2c(F)c(F)nc(N3CCCC3)c2F)cc1	4%	29	4	2%	-5%	7%	-1	5%	-5%
O=C(O)CCCCNS(=O)(=O)/C=C/c1ccccc1	5%	35	7	?	-4%	16%	7	63%	-18%[1.84 µM]
CCc1ccc(NC(=O)CSc2nc3ncc(Br)cc3[nH]2)cc1	5%	24	5	3%	3%	13%	12	0%	-6%
CC(=O)Nc1sc(C)c(C)c1C(=O)OCC(=O)N(CCC#N)c1cc(C)cc(C)c1	4%	11	20	-1%	-2%	-1%	-4	-12%	-1%
CS(=O)(=O)Nc1ccccc1C(=O)O	7%	20	-4	2%	-1%	5%	10	-2%	-8%
Cc1c(-c2cccc(Cl)c2)nc2ccccc2c1C(=O)OCC(=O)N(C)C1CCS(=O)(=O)C1 (stereo not drawn)	0%	-5	-7	-15%	12%	-1%	-15	-15%	-129%[inhibitor]
COc1ccc(-c2csc(NC(=O)c3cccc(S(=O)(=O)N4CCN(C)CC4)c3)n2)cc1	-14%	-51*	-2	-26%	-1%	-9%	-11	0%	1%
COc1ccc(C(=O)NCCOc2cccc(OC)c2)cc1	2%	2	2	4%	-2%	1%	4	11%	-6%
COc1ccc(CC(=O)OCC(=O)N2CCN(S(=O)(=O)c3ccc(C)cc3C)CC2)cc1	-8%	16	3	13%	-5%	3%	0	-15%	-7%
COC(=O)[C@]1(C)N[C@H](CN(C)C(=O)Nc2ccc(Cl)cc2)[C@@H]2C(=O)N(Cc3ccccc3)C(=O)[C@@H]21	3%	?	-5	-2%	-2%	-2%	93	-15%	-4%
CC1CN(CC(=O)NN=C(c2ccccc2)c2ccccc2)CC(C)O1 (stereo not drawn)	11%	-7	-2	0%	1%	13%	0	-3%	-1%
CCCN1CCN(C(=O)Cn2ncc3ccccc32)CC1	-2%	-10	-2	9%	-2%	10%	15	5%	-6%
CC(C)NC(=O)c1ccccc1-c1ccccc1	0%	27	-1	6%	-9%	5%	41	-16%	-20%
CC(O)(CS(=O)(=O)Cc1ccccc1)C(=O)Nc1ccc(C(F)(F)F)cc1 (stereo not drawn)	3%	11	6	?	-3%	-9%	14	21µM*	-8%
CC(C)NC(=O)CSCc1c(F)cccc1Cl	9%	12	1	1%	10%	1%	1	-9%	-11%
CN1CCN(c2ccccc2NC(=O)c2ccc(-c3ccc(Cl)cc3Cl)o2)CC1	?	4	0	-8%	?	-23%	-16	?	?

Next part; the last four above are carried over.
SMILES	KB-3-1 cytotox	DRD3 antagonist	DRD3 agonist	HT1080 IDH1KD tx	GLP1R ag	HT1080-NT tox	IL1B secr inh	KB-V1 cytotox	SW480 rereplic
CC(C)NC(=O)c1ccccc1-c1ccccc1	0%	27	-1	6%	-9%	5%	41	-16%	-20%
CC(O)(CS(=O)(=O)Cc1ccccc1)C(=O)Nc1ccc(C(F)(F)F)cc1 (stereo not drawn)	3%	11	6	?	-3%	-9%	14	21µM*	-8%
CC(C)NC(=O)CSCc1c(F)cccc1Cl	9%	12	1	1%	10%	1%	1	-9%	-11%
CN1CCN(c2ccccc2NC(=O)c2ccc(-c3ccc(Cl)cc3Cl)o2)CC1	?	4	0	-8%	?	-23%	-16	?	?
COC(=O)CN(c1cccc(C)c1)S(=O)(=O)c1ccccc1	6%	-3	-2	17%	13%	17%	0	9%	-10%
O=C(COC(=O)/C=C/c1ccc(F)cc1)NC1CC1	-3%	-5	-16	-7%	9%	-3%	-2	-9%	-2%
Clc1ccccc1-c1nnc(-c2ccccc2Cl)o1	0%	14	-2	29%	15%	2%	-11	-7%	1%
O=C1CCC([N+](=O)[O-])C(c2ccccc2C(F)(F)F)N1 (stereo not drawn)	7%	10	0	-1%	0%	7%	12	0%	-14%
Cc1ccc(NC(=O)COc2ccc(Br)cn2)cc1	-1%	-14	-3	6%	-5%	11%	23	2%	-8%
Cc1ccc(S(=O)(=O)/N=S(\C)C(C)C)cc1 (stereo not drawn)	8%	13	-10	17%	1%	17%	-4	15%	-6%
CCOc1ccc(/C=N/Nc2ccc(Cl)nn2)c(O)c1	?	0	14	0%	9%	-17%	67	?	0.18µM*
COC(=O)CCCCCCCCCC[N+]1(C)CCCCC1	-14%	2	-4	11%	-9%	0%	24	?	0%
COC(=O)C1CCN(C(=O)COc2ccc(S(=O)(=O)N3CCOCC3)cc2Cl)CC1	2%	-2	63*	16%	4%	14%	-6	-11%	-6%
CCn1c(COc2ccccc2)nc2ccccc21	3%	2	6	-6%	0%	-6%	-19	-6%	5%
COc1cc(/C=N/O)ccc1Oc1cnccn1	2%	7	4	1%	11%	2%	10	6%	-4%
O=C(CN1CCCC1)NCc1ccccc1	-1%	7	1	6%	1%	15%	-4	12%	0%
O=C(c1cc(Cl)nc2ccccc12)N1CCN(S(=O)(=O)c2ccccc2[N+](=O)[O-])CC1	-13%	7	14	-1%	-18%	3%	-9	3%	-5%
CCc1ccc(C(=O)NNC(=O)c2cccc(S(=O)(=O)N3CCN(C)CC3)c2)cc1	0%	-10	-14	-6%	-10%	-7%	15	4%	-10%
COc1ccc(N2C(=O)Cc3c2nc(N)c(C#N)c3N)cc1	-4%	8	7	2%	7%	30%	24	-1%	?
Cn1cc(C(=O)N/N=C/c2ccc([N+](=O)[O-])cc2)c2ccccc21	6%	-13	-9	15%	9%	10%	.	-15%	?
O=c1c2c3nc4ccccc4nc3n(/N=C/c3ccccn3)c2ncn1-c1ccccc1	-9%	?	-4	?	1%	5.8µM*	?	?	23µM*
CC1CN(C2CCCCC2)C(=S)N(c2ccccc2)C1=O (stereo not drawn)	5%	-6	-4	-20%	15%	-9%	2	5%	0%
CCOC(=O)c1c2c3c(cccc3[nH]c1=O)C(=O)c1ccccc1-2	6%	4	8	12%	11%	9%	-6	-11%	-10%
C[C@H](CO)N1C[C@H](C)[C@@H](CN(C)Cc2ccc(-c3ccccc3)cc2)Oc2c(NC(=O)Nc3ccc(C(F)(F)F)cc3)cccc2C1=O	-1%	0	-3	9%	-2%	28%	23	-4%	-15%
O=C(O)c1cccnc1SCc1ccccc1Cl	-1%	21	5	14%	1%	7%	43	-3%	-7%
COC(=O)c1ccc(/C=N\NC(=O)c2ccc(C)cc2Cl)cc1	5%	-9	-3	-8%	8%	7%	1	-3%	-1%
COCCNC(=O)C(C)N(c1ccc(Oc2ccccc2)cc1)S(C)(=O)=O (stereo not drawn)	2%	0	2	-5%	2%	1%	0	-1%	-6%
CCOc1cc(/C=C2/NC(=O)N(Cc3ccccc3F)C2=O)ccc1O	1%	-26	-5	-25%	9%	?	15	?	-4%
COc1ccc(OC2C(=O)N(c3ccc(F)cc3)C2c2ccc(OC)c(OC)c2)cc1 (stereo not drawn)	-6%	-13	14	-23%	3%	-2%	-28	-8%	10%
COc1ccccc1CNC(=O)CCc1c(C)nc2cc(-c3ccccc3OC)nn2c1C	18%&-2%	-25	-5&4	-4%	11%&1%	-6%	-9	2%&-2%	1%
O=C(O)CC(NC(=S)NCc1ccccc1)C(=O)O (stereo not drawn)	-1%	-18	-3	?	-2%	2%	13	1%	-3%
COCC(C)NC(=O)c1cc(-c2cccc(OC)c2)on1 (stereo not drawn)	6%	-13	3	16%	6%	12%	0	?	-4%
O=C(/C=C/c1ccccc1Cl)Nc1ccc(S(=O)(=O)Nc2ncccn2)cc1	-9%	7	8	-11%	-7%	-11%	5	-1%	-459%[1.84 µM]
CC1(C(=O)NS(=O)(=O)c2ccc(C#N)cc2)CCN1C(=O)CC1CCCC1 (stereo not drawn)	0%	-19	4	12%	-3%	7%	4	2%	.
